MrgX1 ag: human MrgX1 receptor agonism, primary screen; Q96LB2; MrgX1-HEK293 cells, Fluo-4 calcium fluorescence, agonist mode; active compounds read high; B-score at 10 µM; 310,000 tested, 0.44% active; AID 588627;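 active = calcium response B-score plate-corrected fluorescence ratio at least 3 library SD, with starting fluorescence B-score inside 5 SD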
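Material – MrgX1-expressing HEK293 cells · Input – 15,000 cells seeded per well · Dosing – compound as first of three additions · Times – overnight seeding, then 1 h dark dye loading · Measured by – kinetic Fluo-4 NW fluorescence of intracellular calcium · Read-out – B-scored fluorescence response ratio · Benchmarks – positive and negative control wells on each plate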
TMEM16A inh: mouse TMEM16A channel inhibition, primary screen | Q8BHY3 | 310,000 tested, 1.2% active | HEK293 TMEM16A/YFP iodide influx fluorescence, ionomycin | normalized B-score (activity score, 25-100; higher = stronger inhibition) at 10 µM;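 active = ratio plate-corrected score three or more library SD toward inhibition, starting fluorescence score within five deviations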;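 also: score derived from kinetic fluorescence span divided by baseline fluorescence per well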
TRPC6 inh: blocks the mouse TRPC6 cation channel. Q61143. HEK293-TRPC6, membrane potential dye, ACh-evoked depolarization; active compounds read low. B-score at 10 µM. 310,000 tested, 1.1% active;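 active = B-score under library mean minus 3 SD, initial fluorescence not abnormally high, positive integrated signal ratio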;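 also: B-score derived from integrated fluorescence ratio over the kinetic read; more negative B-score means stronger inhibition of depolarization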
Target sequence (Q61143 whole entry, looked up): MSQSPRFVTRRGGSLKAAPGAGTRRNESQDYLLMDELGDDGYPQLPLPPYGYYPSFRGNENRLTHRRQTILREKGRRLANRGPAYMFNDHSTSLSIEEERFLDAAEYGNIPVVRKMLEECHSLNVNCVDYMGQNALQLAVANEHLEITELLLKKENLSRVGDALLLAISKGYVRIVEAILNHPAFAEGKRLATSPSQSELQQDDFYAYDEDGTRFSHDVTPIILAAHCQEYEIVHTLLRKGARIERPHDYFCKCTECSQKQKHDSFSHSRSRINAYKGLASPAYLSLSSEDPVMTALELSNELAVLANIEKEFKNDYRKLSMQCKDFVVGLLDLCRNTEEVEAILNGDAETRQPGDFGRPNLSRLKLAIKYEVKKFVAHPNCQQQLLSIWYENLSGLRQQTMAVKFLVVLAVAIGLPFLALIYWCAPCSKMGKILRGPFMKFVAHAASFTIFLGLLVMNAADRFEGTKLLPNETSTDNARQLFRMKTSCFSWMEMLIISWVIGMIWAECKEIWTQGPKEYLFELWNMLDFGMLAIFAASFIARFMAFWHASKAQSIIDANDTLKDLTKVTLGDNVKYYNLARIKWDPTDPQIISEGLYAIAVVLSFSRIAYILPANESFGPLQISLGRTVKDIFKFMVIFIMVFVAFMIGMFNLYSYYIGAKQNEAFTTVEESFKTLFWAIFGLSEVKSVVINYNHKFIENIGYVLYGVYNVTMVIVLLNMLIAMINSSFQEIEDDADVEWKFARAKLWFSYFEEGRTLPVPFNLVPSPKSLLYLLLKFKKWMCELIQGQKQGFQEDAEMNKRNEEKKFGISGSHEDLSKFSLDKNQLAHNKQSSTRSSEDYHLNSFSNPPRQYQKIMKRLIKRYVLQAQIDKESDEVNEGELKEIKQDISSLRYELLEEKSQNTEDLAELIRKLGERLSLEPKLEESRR
HDAC3 inhib: human HDAC3 inhibition; recombinant HDAC3, fluorogenic peptide/trypsin coupled, fluorescence; O15379; AID 2718; inhibition, % at 8.3 µM; 320,000 tested, 0.15% active; in the data active = inhibition above about 26%, passing the limit was not always enough
TMEM16A act: activates or potentiates the mouse TMEM16A chloride channel; HEK293 TMEM16A/YFP-H148Q/I152L, iodide quench fluorescence; active compounds read low; AID 623877; Q8BHY3; 340,000 tested, 0.3% active; B-score at 10 µM;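 active = fluorescence-ratio B-score plate-corrected deviation score at least 3 library SD below zero, with starting fluorescence score within 5 deviations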;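 also: channel opened by trigger with iodide after compound preincubation; score built on the fluorescence ratio of max minus min over baseline; more negative score means more quench and so TMEM16A activation or potentiation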
MrgX1 antag: blocks BAM8-22 activation of human MrgX1 receptor | MRGX1-HEK293 calcium flux, Fluo-4, BAM8-22 antagonism; active compounds read low | B-score at 10 µM | 310,000 tested, 1.3% active | AID 588676;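 active = calcium-response B-score plate-corrected more than 3 library SD below zero, starting fluorescence within 5 deviations, no agonist response on first addition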;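 also: peak minus trough fluorescence over baseline after final BAM8-22 challenge near maximal dose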
TRPC6 activator: mouse TRPC6 channel activation. B-score at 10 µM. AID 2550. HEK293-TRPC6 membrane potential dye fluorescence; active compounds read high. 310,000 tested, 0.13% active. Q61143;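 active = B-score of the integrated fluorescence ratio above library mean plus 3 SD, and starting fluorescence ratio within library mean plus 5 SD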;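 also: higher score means more depolarization so channel activation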
RGS4 block: inhibitors of human RGS4; P49798; HEK293 M3R/RGS4 inducible, Fluo-4 calcium flux; active compounds read high; triggered by carbachol at its EC20; B-score at 10 µM; 310,000 tested, 0.45% active; AID 463165;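 active = B-score, a plate-corrected calcium signal, over three deviations above library mean, with baseline fluorescence within five deviations of library mean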;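 also: RGS4 expression induced by doxycycline in cells with stable M3 receptor; B-score is computed from the integrated fluorescence ratio over baseline after carbachol; higher B-score means a larger calcium signal and so more RGS4 inhibition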
Target sequence (P49798 whole entry, looked up): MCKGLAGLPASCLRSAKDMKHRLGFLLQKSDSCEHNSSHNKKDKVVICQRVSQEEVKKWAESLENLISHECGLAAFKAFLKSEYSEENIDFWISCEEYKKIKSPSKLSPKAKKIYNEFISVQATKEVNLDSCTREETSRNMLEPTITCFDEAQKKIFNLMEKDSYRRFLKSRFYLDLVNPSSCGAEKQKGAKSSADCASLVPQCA
RGS4 pot: potentiators or activators of RGS4 | HEK293 M3R/inducible RGS4, carbachol calcium flux Fluo4; active compounds read low | B-score at 10 µM | 310,000 tested, 0.92% active | AID 463111;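 active = B-score of the integrated calcium signal more than 4 SD below the library mean, with starting fluorescence not abnormally high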;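 also: negative B-score means reduced calcium response which marks RGS4 activation or potentiation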
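Detection: kinetic calcium fluorescence imaging with Fluo4-AM dye, 2 µM / Material: HEK293 cells with stable M3R and inducible RGS4 / Schedule: recording 10 s baseline at 1 Hz, 100 s post-agonist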
MrgX1 allo act: allosterically activates human MrgX1 receptor signaling; B-score at 10 µM; Q96LB2; MrgX1-HEK293, Fluo-4 calcium flux, FDSS; active compounds read high; 310,000 tested, 0.63% active;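 active = plate-corrected calcium response at least 3 library SD above typical, normal starting fluorescence, not activating the receptor alone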;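 also: compound read alongside a low EC10 to EC30 dose of BAM8-22 agonist; peak minus trough fluorescence over baseline measured at the second addition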
SKKanGAS inh: blocks kanamycin growth of S. pyogenes SKKanGAS strain. BacTiter-Glo, 6 h. inhibition, % at 7.5 µM. 300,000 tested, 1.3% active;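 active = mean replicate score, as percent of positive control median, at least 50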;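 also: strain carries kanamycin resistance gene driven by streptokinase promoter and grows in 40 µg/ml kanamycin; loss of luminescence reflects streptokinase promoter inhibition or plain growth inhibition; 0% = median of DMSO wells and 100% = positive control at its reference dose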
Active calls of the source: *.

O=C(C[n+]1cc(-c2ccccc2)n2c1CCC2)c1cccs1 was read as MrgX1 ag inactive, TMEM16A inh inactive, TRPC6 inh inactive, HDAC3 inhib -6.5, TMEM16A act inactive, MrgX1 antag inactive, TRPC6 activator inactive, RGS4 block inactive, RGS4 pot inactive, MrgX1 allo act inactive and SKKanGAS inh -12.3.
`O=C(NCCc1ccccc1)c1ccc2nc(N3CCOCC3)sc2c1` gave MrgX1 ag inactive, TMEM16A inh inactive, TRPC6 inh inactive, HDAC3 inhib 7.7, TMEM16A act inactive, MrgX1 antag inactive, TRPC6 activator inactive, RGS4 block inactive, RGS4 pot inactive, MrgX1 allo act inactive and SKKanGAS inh -10.0.
`Cc1ccc(NC(=O)CCn2cnc3ccccc3c2=O)cc1` gave MrgX1 ag inactive, TMEM16A inh inactive, TRPC6 inh inactive, HDAC3 inhib -3.1, TMEM16A act inactive, MrgX1 antag inactive, TRPC6 activator inactive, RGS4 block inactive, RGS4 pot inactive, MrgX1 allo act inactive and SKKanGAS inh 0.4.
COc1ccc(-n2nc3c(c2NC(=O)COc2ccccc2F)CS(=O)(=O)C3)cc1 was read as MrgX1 ag inactive, TMEM16A inh inactive, TRPC6 inh inactive, HDAC3 inhib -4.6, TMEM16A act inactive, MrgX1 antag inactive, TRPC6 activator inactive, RGS4 block inactive, RGS4 pot inactive, MrgX1 allo act inactive and SKKanGAS inh 4.0.
For CCN1CCN(CC(O)COCc2cc(OC)c(OC)c(OC)c2)CC1 (stereo unspecified) the results were MrgX1 ag inactive, TMEM16A inh inactive, TRPC6 inh inactive, TMEM16A act inactive, MrgX1 antag inactive, TRPC6 activator inactive, RGS4 block inactive, RGS4 pot inactive, MrgX1 allo act inactive and SKKanGAS inh -0.8.
For Clc1ccc(OCc2nc(-c3ccncc3)no2)cc1 the results were MrgX1 ag inactive, TMEM16A inh inactive, TRPC6 inh inactive, HDAC3 inhib 10.3, TMEM16A act inactive, MrgX1 antag inactive, TRPC6 activator inactive, RGS4 block inactive, RGS4 pot inactive, MrgX1 allo act inactive and SKKanGAS inh -8.4.
`CCOC(=O)C(C(=O)Nc1nccs1)C1CCCCC1` (stereo unspecified) gave MrgX1 ag inactive, TMEM16A inh inactive, TRPC6 inh inactive, HDAC3 inhib -7.5, TMEM16A act inactive, MrgX1 antag inactive, TRPC6 activator inactive, RGS4 block inactive, RGS4 pot inactive, MrgX1 allo act inactive and SKKanGAS inh -6.2.
`Nc1ccc(O)cc1` gave MrgX1 ag inactive, TMEM16A inh inactive, TRPC6 inh inactive, HDAC3 inhib -0.7, MrgX1 antag inactive, TRPC6 activator inactive, RGS4 block inactive, RGS4 pot inactive, MrgX1 allo act inactive and SKKanGAS inh 11.6.
Screening COc1ccc(-c2cc(C(=O)N3CC4(C)CC3CC(C)(C)C4)no2)cc1OC (stereo unspecified) returned MrgX1 ag inactive, TMEM16A inh inactive, TRPC6 inh inactive, HDAC3 inhib -6.3, TMEM16A act inactive, MrgX1 antag inactive, TRPC6 activator inactive, RGS4 block inactive, RGS4 pot inactive, MrgX1 allo act inactive and SKKanGAS inh -10.7.
COc1ccc(N2CCN(C(c3cccs3)C(C)NC(=O)c3ccco3)CC2)cc1 (stereo unspecified) was read as MrgX1 ag inactive, TMEM16A inh inactive, TRPC6 inh inactive, HDAC3 inhib 0.0, TMEM16A act inactive, MrgX1 antag inactive, TRPC6 activator inactive, RGS4 block inactive, RGS4 pot inactive, MrgX1 allo act inactive and SKKanGAS inh -3.3.
Screening COc1ccc2[nH]c3c(C)c4ccncc4c(C)c3c2c1 returned MrgX1 ag inactive, TMEM16A inh inactive, TRPC6 inh -6.21*, HDAC3 inhib -0.8, TMEM16A act inactive, MrgX1 antag inactive, TRPC6 activator inactive, RGS4 block inactive, RGS4 pot inactive, MrgX1 allo act inactive and SKKanGAS inh 96.9*.
For CCCN(CCC)S(=O)(=O)c1ccc(C(=O)NCc2ccco2)cc1 the results were MrgX1 ag inactive, TMEM16A inh inactive, TRPC6 inh inactive, HDAC3 inhib 8.4, TMEM16A act inactive, MrgX1 antag inactive, TRPC6 activator inactive, RGS4 block inactive, RGS4 pot inactive, MrgX1 allo act inactive and SKKanGAS inh -6.0.
`COc1cc(/C=N/Nc2nc(C)cc(=O)[nH]2)cc(OC)c1O` gave MrgX1 ag inactive, TMEM16A inh inactive, TRPC6 inh inactive, HDAC3 inhib 7.1, TMEM16A act inactive, MrgX1 antag inactive, TRPC6 activator inactive, RGS4 block inactive, RGS4 pot inactive, MrgX1 allo act inactive and SKKanGAS inh -0.7.
CS(=O)(=O)c1ccc(CNC(=O)C2(C(F)(F)F)C/C(=C/CCO)CCCO2)cc1 (stereo unspecified) was read as MrgX1 ag inactive, TMEM16A inh inactive, TRPC6 inh inactive, HDAC3 inhib -1.7, TMEM16A act inactive, MrgX1 antag -4.77*, TRPC6 activator inactive, RGS4 block inactive, RGS4 pot inactive, MrgX1 allo act inactive and SKKanGAS inh 3.9.
`CCOC(=O)CSc1nnc(NC(=O)c2ccco2)s1` gave MrgX1 ag inactive, TMEM16A inh inactive, TRPC6 inh inactive, HDAC3 inhib -3.0, TMEM16A act inactive, MrgX1 antag inactive, TRPC6 activator inactive, RGS4 block inactive, RGS4 pot inactive, MrgX1 allo act inactive and SKKanGAS inh -5.9.
CCCn1nnc(NC(=S)NC(=O)/C=C/c2ccco2)n1 was read as MrgX1 ag inactive, TMEM16A inh inactive, TRPC6 inh inactive, HDAC3 inhib 3.8, TMEM16A act inactive, MrgX1 antag inactive, TRPC6 activator inactive, RGS4 block inactive, RGS4 pot inactive, MrgX1 allo act inactive and SKKanGAS inh 8.3.
O=C(COc1ccccc1)Nc1ccc(CN2CCCCC2)cc1 was read as MrgX1 ag inactive, TMEM16A inh inactive, TRPC6 inh inactive, HDAC3 inhib 6.9, TMEM16A act inactive, MrgX1 antag inactive, TRPC6 activator inactive, RGS4 block inactive, RGS4 pot inactive, MrgX1 allo act inactive and SKKanGAS inh 1.6.
`O=C(Nc1cccc(Cl)c1N1CCCC1)c1cc2ccccc2o1` gave MrgX1 ag inactive, TMEM16A inh inactive, TRPC6 inh inactive, HDAC3 inhib -3.0, TMEM16A act inactive, MrgX1 antag inactive, TRPC6 activator inactive, RGS4 block inactive, RGS4 pot inactive, MrgX1 allo act inactive and SKKanGAS inh 73.1*.
Cc1cc(C2=NNC(=NC3CC3)SC2)c(C)n1Cc1ccco1 was read as MrgX1 ag inactive, TMEM16A inh inactive, HDAC3 inhib -0.4, TMEM16A act inactive, MrgX1 antag inactive and MrgX1 allo act inactive.
For CCOc1ccc(N=C2NN=C(c3cc(C)n(CC4CCCO4)c3C)CS2)cc1 (stereo unspecified) the results were MrgX1 ag inactive, TMEM16A inh inactive, TRPC6 inh inactive, HDAC3 inhib -0.9, TMEM16A act inactive, MrgX1 antag inactive, TRPC6 activator inactive, RGS4 block inactive, RGS4 pot inactive, MrgX1 allo act inactive and SKKanGAS inh -17.1.
Screening CC(C)Oc1ccc(Cc2cnc(N)nc2N)cc1 returned MrgX1 ag inactive, TMEM16A inh inactive, TRPC6 inh inactive, HDAC3 inhib 4.0, TMEM16A act inactive, MrgX1 antag inactive, TRPC6 activator inactive, RGS4 block inactive, RGS4 pot inactive, MrgX1 allo act inactive and SKKanGAS inh 20.5.
Screening COc1ccc(C(=O)Nc2cc(C)c(NC(=O)c3ccccn3)cn2)cc1 returned MrgX1 ag inactive, TMEM16A inh inactive, TRPC6 inh inactive, HDAC3 inhib -0.3, TMEM16A act inactive, MrgX1 antag inactive, TRPC6 activator inactive, RGS4 block inactive, RGS4 pot inactive, MrgX1 allo act inactive and SKKanGAS inh -0.8.
For Cc1ccc(-c2ccc(/C=C3\C(=O)ON=C3c3ccccc3)o2)c([N+](=O)[O-])c1 the results were MrgX1 ag inactive, TMEM16A inh 100*, TRPC6 inh inactive, HDAC3 inhib -6.0, TMEM16A act -5.65*, MrgX1 antag -6.31*, TRPC6 activator inactive, RGS4 block 11.7*, RGS4 pot inactive, MrgX1 allo act inactive and SKKanGAS inh 4.6.
`NS(=O)(=O)c1ccc(CCNC(=O)c2ccc3c(c2)OCCO3)cc1` gave MrgX1 ag inactive, TMEM16A inh inactive, TRPC6 inh inactive, HDAC3 inhib -4.6, TMEM16A act inactive, MrgX1 antag inactive, TRPC6 activator inactive, RGS4 block inactive, RGS4 pot inactive, MrgX1 allo act inactive and SKKanGAS inh 0.5.
`O=C1CCC([N+](=O)[O-])C(c2ccc(C(F)(F)F)cc2)N1` (stereo unspecified) gave MrgX1 ag inactive, TMEM16A inh inactive, TRPC6 inh inactive, HDAC3 inhib -2.7, TMEM16A act inactive, MrgX1 antag inactive, TRPC6 activator inactive, RGS4 block inactive, RGS4 pot inactive, MrgX1 allo act inactive and SKKanGAS inh 3.5.
For CCCc1cnc(N2CCN(S(C)(=O)=O)CC2)nc1 the results were MrgX1 ag inactive, TMEM16A inh inactive, TRPC6 inh inactive, HDAC3 inhib -0.3, TMEM16A act inactive, MrgX1 antag inactive, TRPC6 activator inactive, RGS4 block inactive, RGS4 pot inactive, MrgX1 allo act inactive and SKKanGAS inh -3.6.
COc1c(C)cc(C(=O)C2CCCN(C(=O)CCCn3cncn3)C2)cc1C (stereo unspecified) was read as MrgX1 ag inactive, TMEM16A inh inactive, TRPC6 inh inactive, HDAC3 inhib -4.9, TMEM16A act inactive, MrgX1 antag inactive, TRPC6 activator inactive, RGS4 block inactive, RGS4 pot inactive, MrgX1 allo act inactive and SKKanGAS inh 1.8.
Screening Cn1c(CCc2ccccc2)nnc1SCC(=O)N1CCCC1 returned MrgX1 ag inactive, TMEM16A inh inactive, TRPC6 inh inactive, HDAC3 inhib 2.0, TMEM16A act inactive, MrgX1 antag inactive, TRPC6 activator inactive, RGS4 block inactive, RGS4 pot inactive, MrgX1 allo act inactive and SKKanGAS inh -5.5.
For O=S(=O)(c1ccccc1)C1(C2CC(c3ccccc3)=NO2)CC(O)C1 (stereo unspecified) the results were MrgX1 ag inactive, TMEM16A inh inactive, TRPC6 inh inactive, HDAC3 inhib 0.7, TMEM16A act inactive, MrgX1 antag inactive, TRPC6 activator inactive, RGS4 block inactive, RGS4 pot inactive, MrgX1 allo act inactive and SKKanGAS inh 1.1.
CCCCC(=O)Nc1cccc(C(C)O)c1 (stereo unspecified) was read as MrgX1 ag inactive, TMEM16A inh inactive, TRPC6 inh inactive, HDAC3 inhib -4.2, MrgX1 antag inactive, TRPC6 activator inactive, RGS4 block inactive, RGS4 pot inactive, MrgX1 allo act inactive and SKKanGAS inh 10.4.

High-throughput results as filed in PubChem.
